# SSB-PriA inh – K. pneumoniae PriA-SSBct interaction inhibition; AlphaScreen SSBct-PriA binding, biotinylated peptide; inhibition, % at 33 µM; actives 0.6% (n = 430,000); AID 1272365; in the data active = inhibition mostly above about 37%, no sharp cut-off; inactive = mostly below about 20%;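 note: plate controls were negative control peptide for no effect and reference peptide for full effect; strong numbers were not always called active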
# Numbers without * were called inactive; & = joins results of further samples. These rows are one share of the data; count on the stated rates, not on these rows.
SMILES,SSB-PriA inh
COc1cc(NC(=O)NCCNc2ccc(Nc3ccccn3)nn2)cc(OC)c1OC,-5
CCOC(=O)c1nn(-c2ccccc2C)c(=O)cc1N1CCN(c2cccc(C(F)(F)F)c2)CC1,4
Cc1ccn2c(NC(=O)Cc3cccc4ccccc34)c(-c3ccccc3)nc2c1,9
O=C(NCC(O)(c1cccs1)C1CC1)c1ccccc1S(=O)(=O)C(F)F (stereo not given),-11
Cc1cccc(NC(c2ccc(C(F)(F)F)cc2)c2ccc3cccnc3c2O)n1 (stereo not given),-7
N#Cc1ccc(C(=O)NCCN2CCOC(c3ccccc3)C2)cc1 (stereo not given),-2&4
Cc1ccc(S(=O)(=O)NC(=O)Nc2ccc(C34CC5CC(CC(C5)C3)C4)cc2)cc1,19
Cc1ccc(NC(=O)Nc2cnc(N3CCCC3)nc2)cc1F,-20
CC(C)(C)C(=O)N1CCN(CCO)CC1,9
O=S(=O)(NCCOc1ccc(F)cc1)c1ccc(Cl)s1,-28
Cc1nc(SCC(=O)Nc2ccc(F)c(Cl)c2)c2c3c(sc2n1)CCCC3,-9
CN1CCOc2ccc(NS(=O)(=O)c3ccc(N4CCCCS4(=O)=O)cc3)cc2C1=O,-10
Cc1ccc(CNC(=O)CSc2nc3c(sc4ncccc43)c(=O)n2Cc2ccccc2)cc1,-8
CC12CC(NC(=O)N1)c1cc(Cl)cc(Cl)c1O2 (stereo not given),-1
O=C(c1ccccc1C(F)(F)F)N(Cc1ccccn1)Cc1ccco1,-9
Cc1cc(N2CCN(C(=O)c3ccc(=O)n(Cc4cccc(F)c4)n3)CC2)ncn1,1
COCCn1c(SCc2nc(-c3cccc(C(F)(F)F)c3)no2)nc2ccsc2c1=O,-39&-16
Cc1c(S(=O)(=O)CCNC(=O)NCc2cccs2)c2ccccc2n1C,-1
O=C(Cn1ccc2ccccc21)NCc1ccccc1-c1ccsc1,3
COc1ccc2c(c1)CCC[C@@]2(O)CNS(=O)(=O)c1cnn(C)c1,2
COc1ccc(-c2csc3nc(SC(F)F)n(-c4ccccc4)c(=O)c23)cc1OC,11
Cc1csc(NC(=O)CSc2ccc(NC(=O)c3cccc(F)c3)nn2)n1,5
COc1ccc(OC)c2sc(NC(=O)CCCS(=O)(=O)c3ccc(F)cc3)nc12,25
CC(=CC(=O)C(F)(F)F)Nc1ccc(C)cc1,3

# 4 of these compounds, reformatted:
SMILES: O=C(Cn1ccc2ccccc21)NCc1ccccc1-c1ccsc1
  SSB-PriA inh: 3

SMILES: COc1ccc2c(c1)CCC[C@@]2(O)CNS(=O)(=O)c1cnn(C)c1
  SSB-PriA inh: 2

SMILES: COc1ccc(-c2csc3nc(SC(F)F)n(-c4ccccc4)c(=O)c23)cc1OC
  SSB-PriA inh: 11

SMILES: Cc1csc(NC(=O)CSc2ccc(NC(=O)c3cccc(F)c3)nn2)n1
  SSB-PriA inh: 5

# (continued)
SMILES,SSB-PriA inh
O=C1Nc2ccccc2Oc2ccc(NC(=O)c3c(F)cccc3Cl)cc21,2&2
C=CCc1cccc(/C=N\NC(N)=S)c1O,-3
COc1ccc(-c2cc(OCC(=O)Nc3ccccc3F)c3ccccc3n2)cc1,-33
Cc1cc(C)n(-c2ccc(SCc3ccc(Br)cc3)nn2)n1,-17
CCS(=O)(=O)NC[C@@H](c1ccco1)N1CCN(c2ccc(F)cc2)CC1,-15
Cc1cc(NC(=O)c2ccc([N+](=O)[O-])o2)n(-c2nc3c(F)cccc3s2)n1,-8
Cn1cccc1C(O)CCNC(=O)C(=O)NC1CC1 (stereo not given),-8
CN(C)C(CNC(=O)C(=O)Nc1ccon1)c1cccs1 (stereo not given),-28
CSc1cccc2sc(NC(=O)CSC(C)=O)nc12,-5
Cc1ccc(C=NNC(=O)c2ccc(C(=O)NN=Cc3ccc(C)s3)o2)s1,-13
COC(CNS(=O)(=O)Cc1cc(F)cc(F)c1)c1ccsc1 (stereo not given),-17
CC(=NNC(=O)c1c(Cl)c(C)nn1C)c1ccc(NC(=O)c2ccncc2)cc1,-11
CC(CC(=O)Nc1ccc(Br)cc1)=NNC(=O)c1cccc(O)c1,-9
Cn1c(=O)c2c(ncn2CC(=O)NCCc2csc(-n3cccn3)n2)n(C)c1=O,-14
CC(=NNC(=O)c1cccc(O)c1)c1ccc(NC(=O)Cc2ccccc2)cc1,1
CCc1cc2c(=O)c(-c3ccc(F)cc3)c(C)oc2c(CN2CCCCC2)c1O,-8
CN(C)CCN(C(=O)CN1C(=O)c2ccccc2C1=O)c1nc2c(F)cc(F)cc2s1,-2
O=C(NCc1cncc(-c2ccsc2)c1)Nc1ccccc1F,-10
CCOc1ccc(-c2cc3c(=O)n(CC(=O)Nc4ccc(F)cc4F)ncn3n2)cc1,-10
O=C1N(Cc2cccnc2)c2ccccc2S(=O)(=O)N1c1cc(F)ccc1F,7
CCOC(=O)COc1cccc2c(=O)n(CC(=O)Nc3ccc4c(c3)OCO4)ccc12,-10&4
CCOc1ccccc1NC(=O)Cn1nc(C(=O)N2CCOCC2)cc1C1CC1,-8
Cc1ccccc1C1CCN(C(=O)c2cncc(Br)c2)CCS1 (stereo not given),4
Cc1ccc(-c2cc(CNC(=O)CCn3cnc4ccccc4c3=O)no2)cc1,-7
CN1C(=O)c2cccc(NC(=O)c3nc4ccccc4s3)c2C1=O,-10
CCS(=O)(=O)c1ccc(C(=O)N2CCNC(=O)C2C)cc1 (stereo not given),-8
O=C1C2C(C(=O)N1N=Cc1cccc([N+](=O)[O-])c1)C1C=CC2C12CC2 (stereo not given),10
CC(=NNC(=O)C(NC(=O)c1ccccc1)=C(C)C)c1ccccc1O,2
Cc1ccsc1C=Nn1c(-c2ccncc2)n[nH]c1=S,12
CC(=O)NN=Cc1cc([N+](=O)[O-])ccc1OCCOc1ccccc1,0
O=C(NNC(=O)c1ccc(=O)n(Cc2ccccc2)c1)c1ccc(F)cc1,-4
CCOc1ccc(-c2csc(NC(=O)c3ccccc3S(C)(=O)=O)n2)cc1,-3
O=C1N(CCCOc2ccccc2)c2ccc(Cl)cc2C12OCCCO2,-31
COc1ccc(/C=c2/s/c(=C\C(=O)C(C)(C)C)[nH]c2=O)cc1O,1
Cc1nnsc1C(=O)N1CCC(CNC(=O)c2csc(-c3ccccc3)n2)CC1,0
COC(=O)c1ccccc1NC(=O)c1cc(-c2cc(Cl)cc(Cl)c2)oc1C,-4
O=C(CSc1nccn1-c1ccc(Cl)cc1)Nc1ccc(OC(F)(F)F)cc1,19
O=C1NC(=O)C(=Cc2ccc(Br)s2)C(=O)N1,-2
Cc1cc(NC(=O)c2ccc(N(C)C)cc2)n(-c2nc3c(F)cccc3s2)n1,-1
Cc1cc(NC(=O)C(=O)NCc2cccnc2)c2ccccc2n1,-3
COc1ccc(NC(=O)CSC2=NC3(CCCC3)N=C2c2cccc(F)c2)cc1OC,3
O=C(Cc1cccs1)N(Cc1ccoc1)Cc1cccs1,7
COc1ccccc1C1(CNC(=O)c2c(-c3ccccc3Cl)noc2C)CCOCC1,3
Cn1c(=O)[nH]cc(C(=O)NCc2ccc(F)cc2)c1=O,-5
O=C(Cc1csc(Nc2ccccn2)n1)NCc1nc2ccccc2[nH]1,-2
O=C(Nc1nc(-c2ccc(Cc3ccccc3)cc2)cs1)C1=COCCO1,-22
O=C(Nc1ccccc1F)N1CC[C@H](n2ccnn2)C1,0
COc1cccc(-n2c(SCc3ccc(F)cc3)nc3cc(C(=O)N4CCc5ccccc5C4)ccc3c2=O)c1,4
Cc1ccc(S(=O)(=O)c2ccc(C(=O)N3CCN(c4ccccc4Cl)CC3)cn2)cc1C,5
CCOCC(=O)NCCn1ncc2c(N3CCCC3)nc(SC)nc21,3
Cc1onc(-c2ccccc2Cl)c1C(=O)NCC(c1ccc2c(c1)CCN2C)N(C)C (stereo not given),10
Cc1noc(-c2cccn3c(CNC(=O)c4ccnn4C)nnc23)n1,-1
Cn1cccc1C(O)CNC(=O)COc1ccc(Cl)cc1Cl (stereo not given),6
COc1ccc(N(CC(=O)NN=Cc2cc(OC)ccc2OC)S(=O)(=O)c2ccccc2)cc1,2
CC1CCN(S(=O)(=O)c2cccc3c2C(=O)c2ccccc2C3=O)CC1,-3
CCN(CC)c1ccc(C=Nn2c(=S)[nH]nc(C)c2=O)cc1,-3
O=C(CCCl)Nn1cnc2c(cnn2-c2cccc(Cl)c2)c1=O,7
Cc1sc(NC(=O)c2cccc([N+](=O)[O-])c2C(=O)O)nc1-c1ccccc1,6
CC(=O)Nc1cccc(NC(=O)Cc2cc(=O)[nH]c(SCc3ccccc3)n2)c1,-1
COC(=O)Nc1ccc(S(=O)(=O)NCC(C)(O)C2CC2)cc1 (stereo not given),-14

# Further results
SMILES,SSB-PriA inh
COc1coc(C(=O)Nc2nc3c(C)cccc3s2)cc1=O,-8
CN(C)C=Nc1nc2nccc(-c3cccnc3)n2n1,7
Cc1ccc2nc(NC(=O)Cc3cn(Cc4ccc(F)cc4)c4ccccc34)sc2c1,-13&5
CC(C)c1ccc(N2CCN(CC(=O)Nc3cccc4nsnc34)C2=O)cc1,12
O=S(=O)(c1ccc(-c2nc3ccccc3s2)cc1)N1CCc2ccccc21,-17
O=C(CSC1CCCC1)N1CCC(n2ccnn2)CC1,-8
Cn1nc(-c2ccc(F)cc2)cc1C(=O)N1CCc2nc(NC(=O)c3ccco3)sc2C1,0
O=C(CCCSc1ccc(NC(=O)C2CC2)nn1)Nc1ccc2c(c1)OCO2,7&16
CC(C)c1nn(CC(=O)NCc2ccco2)c(=O)c2c1cnn2-c1ccc(F)cc1,-9
COCCCn1c(=C(C#N)C(=O)NCCOC)s/c(=C/c2ccccc2OC(F)F)c1=O,-3
COC(=O)c1ccccc1NC(=O)CSc1nc(-c2ccccc2)c(-c2ccccc2)o1,-19&-13
COC(=O)c1ccccc1NC(=O)c1nnn(Cc2ccccc2)c1-n1cccc1,7
Cc1ccc(C(=O)OCc2cc(-c3ccc(Cl)cc3)on2)cc1,-11
Cc1cc([C@@H](O)CCNC(=O)c2ccccc2C(F)(F)F)c(C)o1,0
Cc1ccccc1-c1nc(CSc2nc(-c3ccccc3)cc(=O)[nH]2)c(C)o1,-13&-4
NC(=Nc1nc2ccccc2o1)NC(=O)/C=C/c1ccccc1,-10
CC(C)S(=O)(=O)c1ccc(CC(=O)NC[C@H](O)Cn2ccccc2=O)cc1,-5
COc1coc(C(=O)N2CCN(c3ccccc3F)CC2)cc1=O,-7
COC(=O)c1nc(N)sc1C(=O)c1ccc(F)cc1,-1
Cc1ccc(C(=O)OCCN2C(=O)c3ccccc3C2=O)cc1,-18
CCCn1c(N=Cc2c[nH]c3ccccc23)nc2ccccc21,17
Cc1[nH]nc2c1C(c1ccc(-c3cccc([N+](=O)[O-])c3)o1)C(C#N)=C(N)O2 (stereo not given),-2
COc1cccc(CNC(=O)CC2CSc3ncc(C)c(=O)n32)c1 (stereo not given),14
COc1ccc(CC(=O)Nc2ccc(C(C)=NNC(=O)c3ccc(Br)o3)cc2)cc1,2
COc1ccc([C@@H](O)c2nccn2C)cc1OC,-1
Cc1cc(NC(=O)C2CC(=O)N(c3ccccc3)C2)n(-c2nc(-c3ccc4c(c3)OCO4)cs2)n1 (stereo not given),-11
CCOC(=O)c1ccccc1NC(=O)C[C@@H]1Sc2ccc(C(F)(F)F)cc2NC1=O,-3
CC(O)(CNC(=O)C(=O)Nc1ccc(F)c(Cl)c1)c1ccc2c(c1)OCO2 (stereo not given),6
CN(C)CCCN(C(=O)CSc1ccccc1)c1nc2ccc(Br)cc2s1,7
Cc1ccc(-c2ccc(=O)n(Cc3cccnc3)n2)cc1C,-1
Cc1cc2nnc(Sc3ncnc4sc5c(c34)CCCC5)n2c2ccccc12,-18
Cc1ccc(NC(=O)NCCn2ncccc2=O)c(C)c1,-9
CC(C)COc1ccc(S(=O)(=O)Nc2ccc3c(c2)CC(=O)N3C)cc1,18
COC(=O)CCC(=O)N1CCc2ccccc21,-12
CN(C)c1ccc(C2CC(c3ccc(Cl)cc3)=NN2c2ccc(C(=O)O)cc2)cc1 (stereo not given),-24
Cc1ccc(C)c2sc(NC(=O)c3ccc(-c4ccccc4)cc3)nc12,-18
NCCn1ncc2c(=O)n(Cc3ccccc3)cnc21,-10
COC(=O)c1ccc(NC(=O)C(=O)NC[C@H](OC)c2ccccc2OC)cc1,-6
NC(=NOC(=O)c1ccc([N+](=O)[O-])cc1)c1ccccn1,-4
CC(/C=C/C=C/c1ccccc1)=NNC(=O)C(O)c1ccccc1 (stereo not given),-1
COc1ccc2nc(-c3ccc(NC(=O)c4cccs4)cc3)cn2n1,-10&-9
CCN(C(=O)CSc1nc2c(-c3ccc(C)cc3)csc2c(=O)n1C)c1ccccc1,-4

# Filtered by structure, those above with a Cl atom.
SMILES,SSB-PriA inh
O=S(=O)(NCCOc1ccc(F)cc1)c1ccc(Cl)s1,-28
Cc1nc(SCC(=O)Nc2ccc(F)c(Cl)c2)c2c3c(sc2n1)CCCC3,-9
CC12CC(NC(=O)N1)c1cc(Cl)cc(Cl)c1O2 (stereo not given),-1
O=C1Nc2ccccc2Oc2ccc(NC(=O)c3c(F)cccc3Cl)cc21,2&2
CC(=NNC(=O)c1c(Cl)c(C)nn1C)c1ccc(NC(=O)c2ccncc2)cc1,-11
O=C1N(CCCOc2ccccc2)c2ccc(Cl)cc2C12OCCCO2,-31
COC(=O)c1ccccc1NC(=O)c1cc(-c2cc(Cl)cc(Cl)c2)oc1C,-4
O=C(CSc1nccn1-c1ccc(Cl)cc1)Nc1ccc(OC(F)(F)F)cc1,19
COc1ccccc1C1(CNC(=O)c2c(-c3ccccc3Cl)noc2C)CCOCC1,3
Cc1ccc(S(=O)(=O)c2ccc(C(=O)N3CCN(c4ccccc4Cl)CC3)cn2)cc1C,5
Cc1onc(-c2ccccc2Cl)c1C(=O)NCC(c1ccc2c(c1)CCN2C)N(C)C (stereo not given),10
Cn1cccc1C(O)CNC(=O)COc1ccc(Cl)cc1Cl (stereo not given),6
O=C(CCCl)Nn1cnc2c(cnn2-c2cccc(Cl)c2)c1=O,7
Cc1ccc(C(=O)OCc2cc(-c3ccc(Cl)cc3)on2)cc1,-11
CC(O)(CNC(=O)C(=O)Nc1ccc(F)c(Cl)c1)c1ccc2c(c1)OCO2 (stereo not given),6
CN(C)c1ccc(C2CC(c3ccc(Cl)cc3)=NN2c2ccc(C(=O)O)cc2)cc1 (stereo not given),-24
